Source: PubChem (National Center for Advancing Translational Sciences (NCATS))
PGK inhibitor: T. brucei PGK inhibition; P07378; Potency, µM (highest dose often 57.5 µM), for the others: at the highest dose activity change, negative = inhibition, most hits filed as inhibitors; PGK/GAPDH coupled, Kinase-Glo luminescence, 60 min; AID 602233; 0.043% of 380,000 active; further: on the % scale 0 is the no-effect control and ±100 the full control effect; nearly all actives have a fitted effect of over 60% in size
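Luminescent ATP detection (Kinase-Glo Plus) follows a 60-minute room-temperature incubation, with wells lacking PGK as controls. Buffer: 100 mM TEA (pH 7.6), 5 mM MgCl2, 0.01% Tween-20. Coupling enzyme GAPDH (100 nM final) supplies unstable 1,3-BPG in-well.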
BAZ2B inh: BAZ2B (human) inhibition | AID 504333 | Potency, µM (series often up to 114 µM), for inactives: at the highest dose activity change, negative = inhibition, most hits filed as inhibitors | Q9UIF8 | 4.4% of 360,000 active | AlphaScreen BAZ2B-H3K14Ac peptide displacement; further: on the % scale 0 is the no-effect control and ±100 the full control effect; nearly all actives have a fitted effect of over 60% in size
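Compounds, titrated to a top concentration of 110 uM, were incubated 30 min at room temperature with preformed BAZ2B/acetyl-K14 H3 peptide complex (50 nM each). Proximity signal was measured by AlphaScreen after 20 min with beads.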
GLS inhibitor: inhibitors of human glutaminase (GLS); O94925; GLS enzymatic activity, qHTS titration; Potency, µM (titrated, usually from 45.5 µM), inactives show at the highest dose activity change, negative = inhibition, actives largely listed as inhibitors; 0.21% of 410,000 active; AID 624170; further: on the % scale 0 is the no-effect control and ±100 the full control effect
Target sequence (O94925 whole entry, looked up): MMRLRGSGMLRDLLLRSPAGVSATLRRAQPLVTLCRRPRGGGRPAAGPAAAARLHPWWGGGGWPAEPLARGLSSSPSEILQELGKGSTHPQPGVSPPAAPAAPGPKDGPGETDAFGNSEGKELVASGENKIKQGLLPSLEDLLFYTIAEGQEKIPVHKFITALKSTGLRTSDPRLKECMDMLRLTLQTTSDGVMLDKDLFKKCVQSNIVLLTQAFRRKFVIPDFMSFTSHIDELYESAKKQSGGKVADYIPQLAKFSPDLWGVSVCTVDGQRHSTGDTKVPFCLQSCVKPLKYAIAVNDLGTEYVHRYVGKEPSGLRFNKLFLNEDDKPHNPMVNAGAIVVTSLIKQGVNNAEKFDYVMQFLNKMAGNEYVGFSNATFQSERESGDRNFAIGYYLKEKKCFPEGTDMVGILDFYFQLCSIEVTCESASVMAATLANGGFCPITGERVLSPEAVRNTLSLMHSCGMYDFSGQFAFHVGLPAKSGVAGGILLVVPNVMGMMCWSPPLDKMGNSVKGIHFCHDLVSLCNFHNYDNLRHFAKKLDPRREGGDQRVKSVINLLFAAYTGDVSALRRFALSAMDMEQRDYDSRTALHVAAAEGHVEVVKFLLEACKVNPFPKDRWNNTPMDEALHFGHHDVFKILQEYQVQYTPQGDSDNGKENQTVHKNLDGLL
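hKGA in 45 mM KH2PO4 pH 8.2, 0.02% Tween-20 with pin-transferred compounds; 1 mM L-glutamine (stock) plus glutamate oxidase/HRP/Amplex Red coupling added. Fluorescence read initially and after 30 min at RT.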
BLM inh: inhibitors of human Bloom syndrome helicase BLM; P54132; recombinant BLM DNA unwinding, fluorescence dequenching; Potency, µM (series often up to 56.1 µM), inactives show at the highest dose activity change, negative = inhibition, most hits filed as inhibitors; 0.2% of 350,000 active;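 further: plate controls were vehicle for no effect and no enzyme for full effect; nearly all actives have a fitted effect of over 35% in size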
G9a block: blocks human histone lysine methyltransferase G9a; Potency, µM (highest dose often 102 µM), for inactives: at the highest dose activity, negative = inhibition, most hits filed as inhibitors; G9a H3K9 monomethylation, AlphaScreen, 2 h; AID 504332; 8.8% of 350,000 active; Q96KQ7; further: on the % scale 0 is the no-effect control and ±100 the full control effect; nearly all actives have a fitted effect of over 75% in size
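Readings reflect AlphaScreen signal from monomethyl-H3K9 antibody detection. HMT at 20 nM; substrate b-H3K9 500 nM; cofactor SAM 20 uM; 2 h RT reaction; compounds tested as titrations in qHTS with 15 min preincubation.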
JMJD2A Tudor inh: JMJD2A Tudor domain (human) inhibition; AlphaScreen JMJD2A-Tudor / H3K4me3 peptide binding; Potency, µM (series often up to 114 µM), without a hit: at the highest dose activity change, negative = inhibition, most hits filed as inhibitors; 4.4% of 390,000 active; AID 504339; further: on the % scale 0 is the no-effect control and ±100 the full control effect; nearly all actives have a fitted effect of over 50% in size
Pin1 inhibitor: human Pin1 inhibition | Q13526 | Pin1 FP peptide displacement, HiFluor488, 10 min | Potency, µM (titrated, usually from 115 µM), for the others: at the highest dose activity, negative = inhibition, actives largely listed as inhibitors | 0.009% of 390,000 active; active means well fitted inhibition curve with a large enough effect in the polarisation, with a control signal flat, not every such curve was filed as active; inconclusive means small, poorly fitted or top-dose-only effect, or effect the other way, or a change in a side signal; inactive means no such curve, though single readings can be large or run the other way; the % refers to the polarisation; further: on the % scale 0 is the no-effect control and ±100 the full control effect
Target sequence (Q13526 whole entry, looked up): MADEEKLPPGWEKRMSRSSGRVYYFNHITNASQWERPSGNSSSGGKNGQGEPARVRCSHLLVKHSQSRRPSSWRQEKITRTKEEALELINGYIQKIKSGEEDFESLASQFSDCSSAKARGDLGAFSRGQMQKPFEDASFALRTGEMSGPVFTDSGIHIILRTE
HP1b chromo inh: inhibitors of HP1-beta chromodomain binding to methylated histone tails | AlphaScreen HP1-beta / biotin-H3K9me3 peptide binding | Potency, µM (top dose mostly 114 µM), inactives show top-dose activity change, negative = inhibition, most hits filed as inhibitors | 0.56% of 390,000 active | AID 540317; further: nearly all actives have a fitted effect of over 70% in size; inactives centre near 23
Target sequence (P83916 whole entry, looked up): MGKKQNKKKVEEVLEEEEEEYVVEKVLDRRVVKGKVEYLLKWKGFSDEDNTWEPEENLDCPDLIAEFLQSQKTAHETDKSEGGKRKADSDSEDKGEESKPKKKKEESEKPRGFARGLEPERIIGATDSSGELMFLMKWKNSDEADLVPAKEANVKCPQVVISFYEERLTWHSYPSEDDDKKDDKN
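AlphaScreen: HP1-beta (50 nM) preformed 30 min with biotin-H3(1-18)K9me3 peptide (50 nM) in PBS pH 7.4, 0.01% Tween-20. Compound added for 30 min at RT, then streptavidin donor/nickel chelate acceptor beads (10 ug/mL) for 30 min.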
POLI inh: inhibitors of human DNA polymerase iota; Q9UNA4; Pol iota fluorescent replication assay, 10 min; 1% of 390,000 active; Potency, µM (titrated, usually from 115 µM), for inactives: at the highest dose activity, negative = inhibition, actives largely listed as inhibitors
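Pol iota at 10 nM preincubated 15 min with compounds at room temperature; reaction started with fluorescent substrate, 50 nM final. Fluorescence read kinetically at 0 and 10 min; buffer-only wells as negative control.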
* hit, by the source's call; i = inactive; ? = inconclusive; nt = not tested or not shown; & = joins results of further samples; [ ] = dose if it differs, or a comment. Unless noted, the call rests on the fitted dose curve; in most records, active means well fitted curve in the direction sought with a large enough effect; inconclusive means small, poorly fitted or top-dose-only effect, or another doubt; inactive means no such curve, though single readings can be large; an effect the other way counts as inactive or inconclusive. Potency means the concentration at half of the fitted maximal effect.

Order of results – JMJD2A Tudor inh, G9a block, POLI inh, BAZ2B inh, BLM inh, PGK inhibitor, GLS inhibitor, Pin1 inhibitor, HP1b chromo inh
Cc1ccc(N(CC(=O)NCc2cccs2)S(=O)(=O)c2cccs2)cc1
  0%, -31%, -3%, 10%, -7%, i, -1%, 9%, 52%[activator]
COc1cc(/C=C2/SC(=S)N(C)C2=O)ccc1OC(=O)c1ccco1
  -24%, -1%[59 µM], -16%, ?, -3%, i, -1%, ?, 8%
c1ccc(C(NCCNC(c2ccccc2)c2ccccc2)c2ccccc2)cc1
  33%, 22%, 7%, -3%, -7%&-12%&-6%, 7%, -6%, 2%, 72%[activator]
O=C(Nc1cccc(-c2cccc(Cl)c2)c1)C1CCN(Cc2ccon2)CC1
  -28%, 17%, 0%, 1%, -7%, 1%, 23%, -3%, 15%
O=C(NCCNC(=O)c1ccccc1[N+](=O)[O-])c1ccccc1[N+](=O)[O-]
  -4%, nt, 10%[58.9 µM], nt, nt, -4%, 6%, -4%, 25%
O=C(c1ccc2ncsc2c1)N1CCCC(C(F)(F)F)C1 (stereo unspecified)
  -10%, ?, 60%[activator], -30%, nt, -10%, -1%, 0%, -4%
Cc1ccc(C(=O)C(NC(=O)c2ccco2)N2CCOCC2)cc1 (stereo unspecified)
  -7%, -10%[12.7 µM], 0%, -7%, -12%, -7%, -6%, -8%, 18%
O=C(Cn1cc(C(F)(F)F)cc(Cl)c1=O)NCc1ccc(Cl)cc1Cl
  -11%, 10%, 53%[activator], 5%, -2%, i, 4%, -11%, 1%
CCOC(=O)c1cc(-c2ccc(N3CCOCC3)cc2)nn1-c1ccccc1C(=O)O
  3.2µM*, nt, ?, 13µM*, -25%, ?, ?, -2%, ?
COc1ccc(S(=O)(=O)N2CCCCCC2)cc1C(=O)Nc1ccccn1
  -8%, 14%, -1%, -19%, 0%, i, 0%, 4%, 33%[activator]
Cc1ccc(C(=O)N2CCN(c3nc4ccccc4n3C)CC2)cc1
  -12%, 18%, 14%, 0%, -3%, 5%, 3%, 5%, 22%
CN1CCN(C(c2ccccn2)c2cc(Cl)c3cccnc3c2O)CC1 (stereo unspecified)
  18µM*, ?, 13%, 11µM*, -6%, -4%, 25%, -7%, 11µM*
Cc1sc2nc(CN(C(=O)NC3CCCCC3)C3CCCCC3)[nH]c(=O)c2c1C
  -17%, ?, ?, -12%, 0%, -11%, 2%, 6%, -3%
Cc1nn2c(C)c(C(=O)NCc3cccc(Br)c3)cnc2c1-c1ccccc1
  -9%, 17%[59 µM], 2%, 0%, -3%, 8%, 8%, 45%[activator], 25%
Cc1ccc(N2C(=O)CC(NCC3CCCO3)C2=O)cc1 (stereo unspecified)
  -7%, -28%, 9%, -15%, -2%, i, 0%, 2%, 52%[activator]
COc1cccc(/C=N/N2CCN(c3ccncc3S(=O)(=O)N3CCCCC3)CC2)c1
  ?, 50µM*, -2%, 40µM*, 3%, -3%, 4%, 3%, ?
Cc1ccc(N(CC(=O)Nc2cccc(Cl)c2)S(=O)(=O)c2cccs2)cc1
  -2%, 5%[59 µM], 1%, nt, -7%, -8%, 6%, 37%[activator], 49%[activator]
O=C(N/N=C/c1cccnc1)C1CCCN(S(=O)(=O)c2ccccc2)C1 (stereo unspecified)
  8%, 8%[12.7 µM], -2%, 4%, 0%, i, -13%, -8%, 19%
CCN(C(=O)COC(=O)c1c2c(nc3ccccc13)CCC2)c1c(N)n(Cc2ccccc2)c(=O)[nH]c1=O
  -4%, nt, ?, nt, nt, -2%, -3%, 6%, 35%
CCCCn1nnnc1SCC(=O)Nc1ccc(C)cc1
  0%, 14%, 6%, 2%, 0%, 0%, 2%, 4%, 17%

The last two records of the part before come first, to join the parts:
Order of results – JMJD2A Tudor inh, G9a block, POLI inh, BAZ2B inh, BLM inh, PGK inhibitor, GLS inhibitor, Pin1 inhibitor, HP1b chromo inh
CCN(C(=O)COC(=O)c1c2c(nc3ccccc13)CCC2)c1c(N)n(Cc2ccccc2)c(=O)[nH]c1=O
  -4%, nt, ?, nt, nt, -2%, -3%, 6%, 35%
CCCCn1nnnc1SCC(=O)Nc1ccc(C)cc1
  0%, 14%, 6%, 2%, 0%, 0%, 2%, 4%, 17%
Cc1ccccc1NC(=O)c1c(NC(=O)c2ccncc2)sc2c1CCC(C(C)(C)C)C2 (stereo unspecified)
  ?, 18µM*, ?, -15%, -14%, i, -14%, -1%, 18%
O=C(CSc1nnc(-c2ccco2)o1)NCC(=O)c1ccccc1
  -3%, 82%[activator][59 µM], 37%[activator], 32%, 1%, nt, 1%, -3%, 36%
COC(=O)c1nc(NC(=O)c2ccc(F)cc2)n[nH]1
  ?, 35µM*, 15%, ?, -12%, -3%, 0%, -9%, 53%[activator]
C[C@@H](O)CC#Cc1ccc2oc(=O)c(-n3cc(-c4ccsc4)nn3)cc2c1
  -1%, -2%[0.501 µM], ?, 29%, nt, 4%, 7%, 8%, 30%
CCN(CC)CCCNC(=O)c1c2c(nc3ccccc13)C(=O)N(C1CCCCC1)C2
  -20%, 8%[59 µM], 8%, -3%, 2%, 16%, 5%, 11%, 19%
CC(C)C[C@@H](CN)NC(=O)c1nc[nH]c1C(=O)N[C@@H](C)C(=O)CNC[C@H](CC(C)C)NC(=O)c1nc[nH]c1C(=O)N[C@@H](CC(=O)O)C(=O)O
  79µM*, nt, ?, nt, nt, -1%, -7%, -4%, 88%[activator]
Cc1cc2ccccc2c(=O)n1CC(=O)NCC(=O)N(C)C1CCCCC1
  0%, -2%[12.7 µM], 5%, -13%, -4%, i, -11%, -2%, 34%
N=C1SC(CC(=O)Nc2ccc([N+](=O)[O-])cc2)C(=O)N1c1ccccc1 (stereo unspecified)
  -30%, 2%, 37%[activator], -18%, -2%, -1%, 1%, -3%, 7%
Cc1ccc(S(=O)(=O)N/N=C/c2cccc(OC3CSC3)c2)cc1
  -23%, 8.9µM*, 6%, -5%, -5%, 4%, 13%, -2%, 15%
CC(C)(C)C(=O)O/N=C1\CCS(=O)(=O)c2sccc21
  4%[57.1 µM], -41%, 159%[activator], 1%, -1%, i, 1%, 4%, 35%
CC1CCCCN1S(=O)(=O)c1ccc(-n2cnnn2)cc1 (stereo unspecified)
  -1%, 7%, 37%[activator], 1%, -5%, 4%, -3%, -7%, 59%[activator]
Cc1occc1C(=O)NNC(=O)Nc1ccc(Cl)c(Cl)c1
  50µM*, 0%[59 µM], 81%[activator], -4%, 1%, 7%, ?, 6%, -8%
N#Cc1ccc(CO/N=C/c2ccccc2)cc1
  -1%, 177%[activator], 63%[activator], 288%[activator], -11%, 1%, 1%, ?, 45%[activator]
CC(C(=O)Nc1cc([N+](=O)[O-])ccc1Cl)N1CCN(c2ccccc2)CC1 (stereo unspecified)
  -6%, 10%[59 µM], -5%, -25%, -9%, -8%, -2%, 4%, 14%
CN(CCc1ccccn1)C(=O)c1ccc(OC2CCN(CCc3ccccc3)CC2)cc1
  -14%, 22%, -15%, -18%, -5%, 4%, 4%, 0%, 41%[activator]
CC(Sc1ccsc1[N+](=O)[O-])C(=O)NCCc1ccc(Cl)cc1 (stereo unspecified)
  -29%, 6%[59 µM], 7%, -7%, -5%, -3%, -2%, 6%, 11%
O=C(COc1ccccc1[N+](=O)[O-])N(C1CCCCC1)C1CCS(=O)(=O)C1 (stereo unspecified)
  4%, ?, 9%, -6%, nt, -1%, -1%, -10%, 45%[activator]
O=C(NNc1nc2cc3c(cc2s1)OCO3)c1cccc(F)c1
  -15%, 8.9µM*, 9%, -5%, 3%, -4%, 5%, 0%, 32%
O=S(=O)(c1ccc(F)cc1F)N1CCN(c2nc(-c3cccs3)nc3ccccc23)CC1
  -16%, nt, -3%, nt, nt, nt, nt, -3%, 2%
CCCCn1nnc(NC(=S)NC(=O)c2cccs2)n1
  ?, 10µM*, 30%, -3%, 2%, -1%, 3%, -5%, -27%

(more compounds)
Order of results – JMJD2A Tudor inh, G9a block, POLI inh, BAZ2B inh, BLM inh, PGK inhibitor, GLS inhibitor, Pin1 inhibitor, HP1b chromo inh
CCOC(=O)c1sc(NC(=O)/C=C/c2ccc(C(C)C)cc2)c(C(=O)OCC)c1C
  5%, 3%[59 µM], -17%, 14%, -4%, i, -11%, -3%, 40%[activator]
O=C(Oc1ccccc1)c1ccccc1
  21%, nt, ?, nt, nt, 1%, 0%, -2%, 53%[activator]
Cc1cc(C(=O)N/N=C/C=C/c2ccccc2)c(C)o1
  ?, 35%[59 µM], 14%, -23%, -3%, 0%, 8%, 4%, -5%
c1ccc2c(c1)C(=Nn1cnnc1)c1ccccc1-2
  -7%, 9%[12.7 µM], ?, -5%, 7%, -2%, 6%, -1%, 3%
CN(C(=S)Nc1ccc(F)cc1)C1(c2ccccc2Cl)CCCCC1=O (stereo unspecified)
  -6%, nt, 11%, -31%, -3%, 1%, 3%, 0%, 15%
OCn1ncn(-c2ccccc2)c1=S
  35µM*, ?, 20%, -12%, 0%, -7%, 16%, -2%, 19%
Cc1cc(N)ccc1-c1cc2ccccc2oc1=O
  -5%, -13%[0.501 µM], 121%[activator], 12%, 3%, -1%, 6%, -7%, 35%
Cc1cc(C(=O)NCc2cccs2)nn1C
  -3%, nt, 32%[activator], 1%, -10%, 5%, 1%, -2%, 23%
O=C(CCn1c(=O)sc2ccccc21)NCc1ccco1
  -19%, -4%[59 µM], 4%, 9%, 3%, 3%, 0%, 8%, 10%
O=S(=O)(c1cccc(-c2cn3ccccc3n2)c1)N1CCCC1
  -8%, nt, -18%, ?, -1%, 0%, 10%, -1%, 35%
CCCCCN(C(=O)CCC(=O)OCc1cccc(F)c1)c1c(N)n(CCCC)c(=O)[nH]c1=O
  -7%, -9%, 12%, -4%, nt, -10%, 2%, 3%, 8%
COc1ccc(C(C)NC(=S)NCc2ccc(F)cc2)cc1OC (stereo unspecified)
  -8%, 7%, 8%, -16%, -2%, 3%, 0%, 1%, 26%
CCOC(=O)C(CCCCOc1cccc(CC)c1)C(=O)OCC
  -76%, 163%[activator][59 µM], 189%[activator], 153%[activator], -4%, -1%, -2%, 3%, 118%[activator]

A portion of the library; count on the stated rates, not on these rows.
